Screening data deposited in PubChem BioAssay by Sanford-Burnham Center for Chemical Genomics.
SENP8 block-1: blocks the human protease SENP8; Q96LD8; purified SENP8, Z-RLRGG-aminoluciferin cleavage, luminescence; inhibition, % at 10 µM; actives 1.2% (n = 330,000); AID 2540; in the data active = inhibition above about 50%
PfGluPho inh: PfG6PD (Plasmodium falciparum) enzyme inhibition. PfGluPho enzyme, NADPH resazurin-diaphorase fluorescence. inhibition, % at 20 µM. actives 0.78% (n = 350,000). AID 504690;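 active = inhibition reaching at least a set limit at 20 µM in the primary screen, cut at about 59% in these data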;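 also: 0% = DMSO wells with substrate and 100% = DMSO wells lacking glucose-6-phosphate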
SENP1 FRET inh: blocks the human SENP1 SUMO protease catalytic domain | Q9P0U3 | recombinant SENP1 catalytic domain, CyPet-SUMO1-YPet FRET cleavage | inhibition, % at 10 µM | actives 0.21% (n = 360,000) | AID 624204;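 active = inhibition at least 30% at 10 µM, raw YFP signal under a set limit, fluorescence ratio 0.5 to 1.5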;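 also: 0% = enzyme with DMSO and 100% = no enzyme wells; some results filed as inactive read as strong as hits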
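Assay system – human recombinant His6-tagged SENP1 catalytic domain enzyme · Input – SENP1 enzyme, 20 pM final · Buffer or medium – Tris pH 8 buffer plus EDTA, NaCl, BME, BSA, NP40, catalase · Schedule – 50 min reaction at room temperature · Technique – FRET read of cyan and yellow fluorescence · Control set – no-enzyme wells low, DMSO-plus-enzyme wells high control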
SENP7 block: inhibitors of human SENP7 protease; recombinant SENP7, Z-RLRGG-aminoluciferin luminescence, 40 min; inhibition, % at 5 µM; actives 1.5% (n = 330,000); AID 434973;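 active = inhibition above about 50% at the single test dose, limit read from the data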;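 also: plate controls were DMSO with enzyme for no effect and no enzyme buffer wells for full effect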
HKDC1 inh: inhibitors of human hexokinase HKDC1 | inhibition, % at 20 µM | recombinant HKDC1, G6PDH/diaphorase resazurin coupled fluorescence | actives 0.16% (n = 340,000);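 active = inhibition above about 35% when tested at 20 µM, limit read from the data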;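 also: plate controls were DMSO wells with enzyme for no effect and DMSO wells lacking enzyme for full effect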
Target sequence (Q2TB90 whole entry, looked up): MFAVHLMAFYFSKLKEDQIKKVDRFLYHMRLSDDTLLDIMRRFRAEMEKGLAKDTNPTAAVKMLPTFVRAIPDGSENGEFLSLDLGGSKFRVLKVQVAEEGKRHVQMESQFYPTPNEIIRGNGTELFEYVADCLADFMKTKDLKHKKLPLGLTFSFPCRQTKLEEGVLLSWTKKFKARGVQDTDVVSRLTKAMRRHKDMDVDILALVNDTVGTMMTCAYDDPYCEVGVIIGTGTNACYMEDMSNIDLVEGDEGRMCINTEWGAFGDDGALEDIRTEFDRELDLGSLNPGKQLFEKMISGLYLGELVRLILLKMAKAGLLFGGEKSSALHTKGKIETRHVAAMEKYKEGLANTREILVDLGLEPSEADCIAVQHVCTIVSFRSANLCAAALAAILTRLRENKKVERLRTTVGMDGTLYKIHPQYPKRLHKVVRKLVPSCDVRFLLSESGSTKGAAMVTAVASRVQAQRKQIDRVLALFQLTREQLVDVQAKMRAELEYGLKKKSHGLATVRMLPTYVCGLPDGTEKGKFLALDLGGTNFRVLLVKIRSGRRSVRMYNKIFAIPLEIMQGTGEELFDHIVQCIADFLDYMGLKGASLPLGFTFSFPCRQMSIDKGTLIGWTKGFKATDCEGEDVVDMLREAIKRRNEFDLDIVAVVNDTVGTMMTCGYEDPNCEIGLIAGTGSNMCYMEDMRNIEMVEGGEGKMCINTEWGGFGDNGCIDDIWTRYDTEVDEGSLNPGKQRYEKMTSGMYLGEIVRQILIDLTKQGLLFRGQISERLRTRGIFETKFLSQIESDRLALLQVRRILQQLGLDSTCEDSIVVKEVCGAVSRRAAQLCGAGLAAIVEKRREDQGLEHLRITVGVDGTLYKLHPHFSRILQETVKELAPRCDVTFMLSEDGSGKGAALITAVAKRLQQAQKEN
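Incubation: 90 min at room temperature in dark / Material: recombinant HKDC1 (HK5) hexokinase enzyme, produced in-house / Quantity: enzyme 5 µg/mL final / Compound: one dose of 20 µM, 1% DMSO / Reagent: glucose and ATP substrates / Buffer or medium: Tris pH 8.0 buffer with MgCl2, Tween-20, BSA, BME / Technique: resorufin fluorescence at 613 nm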
SENP6 inh: SENP6 protease inhibition; Recombinant SENP6 catalytic domain, aminoluciferin luminescence; inhibition, % at 10 µM; AID 2599; actives 1.8% (n = 330,000);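 active = inhibition above about 50% at the single tested dose, limit read from the data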;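 also: plate controls were DMSO wells with enzyme for no effect and DMSO wells lacking enzyme for full effect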
SENP8 block-2: SENP8 (human) protease inhibition. recombinant SENP8, Nedd8 substrate fluorescence. inhibition, % at 20 µM. actives 0.64% (n = 360,000). AID 602440; in the data active = inhibition mostly above about 40%, no sharp cut-off; inactive = mostly below about 27%
Apaf-1 inh: blocks human Apaf-1 apoptosome activity. O14727. reconstituted apoptosome caspase-3 activity, DEVD-Rh110 fluorescence. inhibition, % at 20 µM. actives 0.71% (n = 330,000). AID 489030; active = inhibition of at least 40% at 20 µM;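 also: plate controls were DMSO wells for no effect and DEVD-CHO caspase inhibitor wells for full effect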
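System: Apoptosome proteins | Medium: Hepes pH 7.5 with detergent and BSA | Also added: Cytochrome c trigger plus (Z-DEVD)2-Rh110 caspase-3 substrate | Incubation: 30 min compound preincubation, 50 min activation, room temperature | Detection: Rhodamine 110 fluorescence at Ex 480/Em 540 nm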
An asterisk follows results filed as active; i = inactive; · = not tested or not shown.

SMILES	SENP8 block-1	PfGluPho inh	SENP1 FRET inh	SENP7 block	HKDC1 inh	SENP6 inh	SENP8 block-2	Apaf-1 inh
CCOc1ccc(-n2nc3cc(C)c(N)cc3n2)cc1	46	16	-68	13	11	73*	i	26
O=[N+]([O-])c1ccc(COc2cccc3cccnc23)cc1	1	31	1	8	1	23	15	7
OCc1cc(-c2ccc(Cl)c(Cl)c2)on1	-21	4	2	-4	-6	-22	2	-3
CCCCCc1ccc(-c2cn(CC3CCCCC3)nn2)cc1	-2	-3	3	1	-3	4	18	2
N#C/C(=C/c1ccc(N2CCOCC2)c([N+](=O)[O-])c1)C(N)=O	-7	-13	2	90*	11	-2	14	-16
CC(C)C(NC(=O)c1ccc(Br)cc1)C(=O)NC1=NCCS1 (stereo not drawn)	-4	22	0	-5	-6	-4	8	-16
C[C@H](CO)N1C[C@H](C)[C@@H](CN(C)C(=O)Nc2ccccc2)Oc2c(NC(=O)Nc3ccccc3)cccc2C1=O	-1	16	2	2	-8	-7	8	5
O=C(CCN1C(=O)C2C3CCC(C3)C2C1=O)OCC(=O)c1ccc(Cl)cc1 (stereo not drawn)	-10	-11	0	4	4	2	4	1
COc1cc(NC(=O)c2ccccc2F)ccc1NC(=O)c1cc2ccccc2o1	-13	-1	-1	-9	0	-8	-73	5
NCCSc1c(-c2ccc(Cl)cc2)[nH]c2ccccc12	-15	26	-11	3	-4	-15	-402	8
CCc1ccc(C(=O)COC(=O)c2ccco2)cc1	48	3	0	69*	-3	67*	-10	-6
COC(=O)CCC(=O)Nc1cc(S(=O)(=O)Nc2ccc(Cl)cc2)ccc1N1CCOCC1	-9	22	1	3	-6	-8	3	2
Nc1nc(SCc2ccccc2Cl)nc2nc3c(cc12)CCCC3	-2	-7	-12	3	0	9	-236	-8
Cc1ccc(/C=N/N2C(=O)c3ccccc3NC2c2ccc(C)cc2)cc1 (stereo not drawn)	-5	-2	-6	6	-3	-5	-340	7
CCOC(=O)c1nn(-c2ccc(C)cc2)c(=O)cc1OCC(=O)Nc1cccc(C)c1	15	-7	2	-8	-2	5	-48	23
COc1ccc(Cc2nc(C(=O)NCc3ccccc3OC)cs2)cc1	-2	-16	-2	7	3	-1	14	-4
CCN(CC)C(=O)C1CCCN(Cc2ccccc2)C1 (stereo not drawn)	3	-6	3	6	3	10	11	-4
CCCn1c(SCC(=O)Nc2ccc3c(c2)OCCO3)n[nH]c1=O	2	1	1	-4	-9	-3	10	-1
Cc1ccnc(NC(=O)c2cc3ccccc3oc2=O)c1	82*	-5	-5	95*	4	72*	9	15
CC(=O)NC(CCC(=O)O)C(=O)O (stereo not drawn)	·	-29	4	·	-9	·	8	·
CCCn1c(CNC(=O)Cc2ccccc2)nc2ccccc21	-6	-6	0	5	-4	-9	15	7
O=C(Nc1ccc2c(c1)OCCO2)c1ccc(Cl)cc1Cl	49	3	0	67*	2	71*	6	11
Cc1nnc(C)c2c(C)n(-c3ccccc3N)c(C)c12	-3	17	-10	-7	11	6	-160	19
COC(=O)N1CCN(S(=O)(=O)c2ccc(F)cc2)CC1	-3	-10	-1	1	-11	-14	17	-17
CCCC(=O)Nc1cc(C(=O)O)ccc1Sc1ccccc1	-2	-9	-1	0	-3	-13	1	0
CC1(C)C(=O)Nc2ccccc2N1C(=O)COC(=O)COc1ccc(C#N)cc1	-8	-1	1	17	1	-7	5	3
Cc1ccc(C2=NN=C(NC(=O)CSc3nncn3C)SC2)cc1	1	55	1	1	-144	-12	-1	1
COC(=O)C(CC(C)C)NC(=O)c1ccc(F)cc1 (stereo not drawn)	-5	4	2	-3	-17	-19	7	-30
CC(=O)Nc1nnc(SCc2ccc(C(=O)Nc3ccccc3F)cc2)s1	-5	2	0	-5	15	10	11	-15
CC(=O)Nc1cccc(C(=O)OCC(=O)Nc2c(C)nn(-c3ccccc3)c2C)c1	-9	-8	3	0	-1	-8	13	-8
O=C(N/N=C/c1cccc(F)c1)c1ccc(Cl)cc1	-5	12	0	1	2	-9	18	13
O=C1C2C3C=CC(C3)C2C(=O)N1Cc1cccnc1 (stereo not drawn)	2	2	3	-2	-11	-7	20	2
CC(NS(C)(=O)=O)C(c1cccs1)N1CCN(Cc2ccccc2)CC1 (stereo not drawn)	-1	1	-3	3	-3	-21	-2	-6
Cc1ccc(NC(=O)CCn2c(=O)[nH]c3ccsc3c2=O)cc1	3	-14	1	-4	-1	-9	16	-8
Clc1ccc(OCc2nn3c(C4CCCCC4)nnc3s2)c(Cl)c1	-4	-14	-1	-5	3	-1	5	26
N#Cc1c(N)nc(SCC(=O)C23CC4CC(CC(C4)C2)C3)c(C#N)c1-c1ccc(Cl)cc1	-2	0	-10	5	-4	-15	-426	-10
Cc1nn2c(=O)c3c4c(sc3nc2n1-c1ccccc1)COC(C)(C)C4	0	2	3	6	-3	-6	21	6
COC(=O)c1c(NC(=O)c2ccc(S(=O)(=O)N3CCOCC3)cc2)sc2c1CCN(C(C)C)C2	-3	-12	-79	-5	-4	9	-33	-2
O=C(O)c1cccc(NC(=S)NC(=O)c2ccc3ccccc3c2)c1	87*	-9	0	71*	2	93*	-4	-6
O=C(O)Cc1ccc(NC(=O)c2ccc(NC(=O)c3ccco3)cc2)cc1	-6	-5	1	-13	-17	-8	9	2
C=CCn1c(SCC(=O)Nc2c(C)n(C)n(-c3ccccc3)c2=O)nc2sc(C)c(-c3ccccc3)c2c1=O	-7	-17	3	-4	-5	-7	10	21
O=C(NCc1ccc(-c2nc3ccccc3s2)cc1)c1ccco1	28	-3	-1	34	-6	38	-4	-11
O=C(NCc1ccccn1)NC1CCCCC1	-2	-3	0	-2	-10	0	6	1
COCC(C)n1c(C)cc(C(=O)CSc2cc(C)c3ccccc3n2)c1C (stereo not drawn)	-2	3	-2	6	10	-3	15	7
CCOCCCNCc1cccc(OCc2ccc(F)cc2)c1	2	-7	1	1	-5	-7	10	-3
COc1ccc(Cn2nnnc2C(c2cc(OC)ccc2OC)N2CCC(C(N)=O)CC2)cc1 (stereo not drawn)	-12	-8	1	4	-7	2	11	-6
CCN(CC(=O)NCc1ccc(Cl)cc1)C(=O)/C=C/c1ccccc1	7	-1	4	-6	-6	6	14	4
CC(C)C(OC(=O)c1ccco1)C(=O)NCc1ccc2c(c1)OCO2 (stereo not drawn)	-5	-4	0	3	-5	15	4	3
CCCCn1c(C)nc2cc(S(=O)(=O)N3CCOCC3)ccc21	5	0	-7	5	-2	23	15	-6
Cc1ccc(S(=O)(=O)N(CC(=O)N2CCOCC2)C2CCCCC2)cc1	-10	-17	1	-3	4	4	13	1
CC(C)(C)NS(=O)(=O)c1cc2c3c(c1)CCN3C(=O)CC2	-3	0	-2	-5	-1	-7	18	-1
COc1ccc(Nc2nc(-c3ccccc3F)nc3ccccc23)cc1OC	-8	23	-1	-5	1	-24	-44	7
O=C(O)c1cc(C2CC2)nn1-c1ccccc1	-11	12	-1	-5	-3	-12	14	-6
CCN(C(=O)COC(=O)CC1CCCCC1)c1c(N)n(Cc2ccccc2)c(=O)[nH]c1=O	-5	-6	-3	5	-3	20	3	-3
O=C(CCC1CCCN(C(=O)C2(c3ccccc3)CC2)C1)N1CCN(c2ccccn2)CC1 (stereo not drawn)	6	-10	1	-3	6	-5	-8	4
O=C(NC(C(=O)c1ccccc1)N1CCCCC1)c1ccccc1 (stereo not drawn)	-8	2	0	-10	5	-20	22	8
CC(C)N(C(=O)CSc1nn2c(=O)c(C(C)(C)C)nnc2s1)c1ccccc1	0	10	1	0	4	-13	40*	4
CC(=O)c1c(-c2ccccc2)c2cc(Cl)ccc2n(C)c1=O	12	-12	1	1	4	5	7	8
COc1cc(C(=S)N2CCN(C(c3ccccc3)c3ccccc3)CC2)cc(OC)c1O	9	52	-1	2	-4	0	9	9
Cc1ccc(C(=O)NCC(c2ccco2)N2CCc3ccccc3C2)cc1C (stereo not drawn)	9	9	-4	1	-5	0	1	19
Cc1ccc(C(C)NC(=O)/C(C#N)=C\c2c(C)[nH]c3ccccc23)cc1 (stereo not drawn)	0	37	-2	1	7	5	-2	-7
Cc1cc(C)cc(OCC(=O)Nc2ccc(N3CCCC3)cc2)c1	-14	17	-9	-7	2	-27	2	41*
